Source: PubChem
OX1R FRET antag = antagonists of human orexin 1 receptor (OX1R) | inhibition, % at 6.6 µM | AID 485270 | OX1R-expressing cells, FRET antagonist read-out | 330,000 tested, 1.8% active | O43613; in the data active = inhibition mostly above about 38%, no sharp cut-off; inactive = mostly below about 40%;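 also: 0% = agonist challenge alone and 100% = reference antagonist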
STK33 kinase inh = blocks human STK33 kinase activity; Q9BYT3; purified STK33, MBP phosphorylation, ADP-Glo luminescence; inhibition, % at 10 µM; 320,000 tested, 0.073% active;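 active = inhibition at or above 25%, using the most active replicate where run in duplicate; inactive = inhibition below 25%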
KCNQ2 block = KCNQ2 potassium channel inhibitors, primary screen, cell-based, CHO-K1, FluxOR thallium flux, B-score (AID 2156). O88943. 20 min; hits give low values. B-score at 10 µM. 310,000 tested, 1.1% active;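 active = fluorescence ratio B-score at most minus 3 library SDs, with starting brightness B-score within 2 library SDs, cut at about -5.5 in these data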
Target sequence (O88943 whole entry, looked up): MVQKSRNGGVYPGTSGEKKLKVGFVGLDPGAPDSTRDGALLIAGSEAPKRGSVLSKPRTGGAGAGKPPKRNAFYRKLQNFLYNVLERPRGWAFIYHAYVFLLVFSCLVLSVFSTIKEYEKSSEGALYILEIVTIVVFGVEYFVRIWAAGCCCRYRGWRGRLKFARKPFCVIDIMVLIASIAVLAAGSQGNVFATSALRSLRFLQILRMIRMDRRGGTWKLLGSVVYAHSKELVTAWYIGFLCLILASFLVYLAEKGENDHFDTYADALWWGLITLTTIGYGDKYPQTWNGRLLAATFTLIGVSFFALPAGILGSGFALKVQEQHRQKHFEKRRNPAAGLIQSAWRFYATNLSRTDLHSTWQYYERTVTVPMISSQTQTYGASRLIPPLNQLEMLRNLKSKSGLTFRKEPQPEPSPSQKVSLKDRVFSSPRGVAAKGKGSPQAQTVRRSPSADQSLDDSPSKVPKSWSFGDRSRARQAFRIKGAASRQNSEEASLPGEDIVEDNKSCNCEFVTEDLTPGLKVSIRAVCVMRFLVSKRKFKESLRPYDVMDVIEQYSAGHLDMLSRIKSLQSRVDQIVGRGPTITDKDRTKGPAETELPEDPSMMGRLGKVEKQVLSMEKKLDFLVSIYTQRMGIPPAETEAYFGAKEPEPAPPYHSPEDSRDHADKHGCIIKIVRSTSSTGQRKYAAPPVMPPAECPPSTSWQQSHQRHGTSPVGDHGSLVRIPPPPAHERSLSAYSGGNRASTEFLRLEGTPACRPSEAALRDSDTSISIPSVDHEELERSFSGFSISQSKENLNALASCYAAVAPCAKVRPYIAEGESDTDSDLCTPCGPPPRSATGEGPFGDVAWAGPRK
Starred values were filed as active, the others as inactive; i = inactive; nt = not tested or not shown. The order is random (roughly 2.7% active in at least one column).

SMILES	OX1R FRET antag	STK33 kinase inh	KCNQ2 block
CN(C)CCCNC(=O)c1ccc2[nH]c3ccccc3c2c1	14	0.0	i
COc1ccc(/C=C2\Oc3cc(OC(=O)N4CCOCC4)ccc3C2=O)c(OC)c1	16	-1.2	i
CC(C)CCNC(=O)Cn1c(=O)oc2cc(S(=O)(=O)N3CC(C)CC(C)C3)ccc21 (stereo not given)	17	-0.2	i
Cc1cc(C)c(S(=O)(=O)N2CCOC2CNC(=O)C(=O)NCc2ccncc2)c(C)c1 (stereo not given)	42	-0.5	i
Cc1noc(C)c1CCC(=O)Nc1c(C(C)C)cccc1C(C)C	1	1.2	nt
COc1ccccc1NC(=O)CN1CCN(CC(=O)Nc2ccc(F)cc2)CC1	8	-1.3	nt
C=CCN(C(=O)c1ccc(Cl)cc1)c1ccccc1C(=O)NCC(=O)O	12	-1.5	i
N=c1c2c(n(Cc3ccc(F)cc3)c3c1CCC3)CCCC2	-3	-1.5	i
COC(=O)CCC(=O)COc1ccc(OC)cc1C#N	7	-1.5	nt
Cc1cc(C)n2c(SCC(=O)NC3CCCCC3)nnc2n1	11	-1.0	i
Cc1nc2ccccc2c(=O)n1NC(=O)c1ccc(Cl)c(Cl)c1	-2	-0.8	i
CN(CCCS(=O)(=O)[O-])c1ccc(/C=C/c2ccc3ccccc3[n+]2C)cc1	nt	3.0	i
CC(NC(=O)c1ccc2c(c1)S(=O)(=O)N=C1CCCCCN12)c1ccc(S(N)(=O)=O)cc1 (stereo not given)	11	-0.5	i
O=C(Nc1ccccc1Cl)c1cc(S(=O)(=O)N2CCCCC2)ccc1N1CCOCC1	6	-0.1	i
CN(CC(=O)Nc1cccc(S(=O)(=O)NC2=NCCC2)c1)Cc1cccc(F)c1	7	-0.9	nt
CC(C)CNC(=S)N(CCN(C)C)Cc1cc2cc3c(cc2[nH]c1=O)OCCO3	12	0.0	i
O=S(=O)(NC(=NCc1ccccc1)c1ccccc1)c1ccc(Br)cc1	21	-0.9	i
COc1ccc(N(CC(=O)N2CCN(c3ccccc3)CC2)S(=O)(=O)c2c(C)noc2C)cc1	18	0.1	i
COc1cc(OC)cc(C(=O)NC(C)CNc2ccc(Cl)cc2[N+](=O)[O-])c1 (stereo not given)	2	-0.3	i
Cc1ccccc1Cn1c(C(C)O)nc2ccccc21 (stereo not given)	13	-0.6	i
Cc1ccc(CC2CC(=O)N(c3ccc(Cl)cn3)C2=O)cc1 (stereo not given)	7	-0.2	i
O=C(COc1ccc2c3c(c(=O)oc2c1)CCC3)N1CCCC1	21	-0.3	i
CCOc1ccc(N=Nc2cc(C(C)C)ccc2O)cc1	2	-0.6	i
CCS(=O)(=O)N1CCN(c2ncnc3sc(C)c(C)c23)CC1	10	4.8	i
O=C(N1CCOCC1)N1c2ccccc2Sc2ccccc21	9	-2.1	i
CCCCNC(=O)NS(=O)(=O)c1ccc(C)cc1	11	-1.5	i
CC1CCCN(C(=O)CSc2ncccn2)C1 (stereo not given)	10	-0.4	i
CC1CCC2(CC1)NC(=O)c1ccccc1O2 (stereo not given)	17	-2.0	i
CC(C)c1ccc(OCC(=O)Nc2ccc3oc(=O)ccc3c2)cc1	10	-1.1	i
O=C(Nc1nccs1)c1ccc(-c2ccccc2Cl)o1	59*	-0.1	i

Three of these compounds, set out differently.
structure,OX1R FRET antag,STK33 kinase inh,KCNQ2 block
CCS(=O)(=O)N1CCN(c2ncnc3sc(C)c(C)c23)CC1,10,4.8,i
COc1ccc(N(CC(=O)N2CCN(c3ccccc3)CC2)S(=O)(=O)c2c(C)noc2C)cc1,18,0.1,i
Cc1ccccc1Cn1c(C(C)O)nc2ccccc21 (stereo not given),13,-0.6,i

Following part.
SMILES	OX1R FRET antag	STK33 kinase inh	KCNQ2 block
O=C(NCC1CCOCC1)c1ccc(OC2CCN(Cc3ccccn3)CC2)cc1	0	-1.7	i
Cc1ccc(OCc2ccc([N+](=O)[O-])cc2)c([N+](=O)[O-])n1	46	-0.9	i
Cc1ccc(NC(=O)CC2OC(=O)c3ccccc32)cc1S(=O)(=O)N1CCCCCC1 (stereo not given)	1	-0.8	nt
CC1CC(C)CN(S(=O)(=O)N2CCCC(C(=O)NCc3ccccc3Cl)C2)C1 (stereo not given)	8	-0.8	i
CCCc1[nH]nc2c1C(CCC)C(C#N)=C(N)O2 (stereo not given)	3	-3.7	i
CCCCN(C)S(=O)(=O)c1ccc(C(=O)Nc2nnc(-c3cccs3)o2)cc1	50	0.4	i
Cc1ccc(NC(=O)CNc2cccc(S(=O)(=O)N3CCCC3)c2)cc1F	22	-0.7	i
CCOc1ccc(-n2c(-c3ccco3)nc3c(cnn3-c3ccc(C)cc3)c2=O)cc1	14	-0.9	i
Nc1ccc(CCS(N)(=O)=O)cc1	3	-0.9	i
O=C(NCCCN1CCCC1=O)c1ccc2c(=O)n(Cc3ccco3)c(=S)[nH]c2c1	1	-1.1	i
CC(C)(C)C1CCc2c(sc3nc(SCC(N)=O)nc(N)c23)C1 (stereo not given)	4	-0.5	i
CCCCn1c(N)c(N(CC)C(=O)c2ccccc2F)c(=O)[nH]c1=O	7	-0.4	i
CCOC(=O)N1CCN(c2ncnc3scc(-c4ccc(Cl)cc4)c23)CC1	7	1.0	i
CCOc1ccc(NC(=O)CCC(=O)O)cc1	18	-0.7	i
CC(OC(=O)CN1C(=O)C2CCCCC2C1=O)C(=O)Nc1ncc(Cl)cc1Cl (stereo not given)	7	-1.3	i

In the list so far, these contain an NH in an aromatic ring:
SMILES	OX1R FRET antag	STK33 kinase inh	KCNQ2 block
CN(C)CCCNC(=O)c1ccc2[nH]c3ccccc3c2c1	14	0.0	i
CC(C)CNC(=S)N(CCN(C)C)Cc1cc2cc3c(cc2[nH]c1=O)OCCO3	12	0.0	i
CCCc1[nH]nc2c1C(CCC)C(C#N)=C(N)O2 (stereo not given)	3	-3.7	i
O=C(NCCCN1CCCC1=O)c1ccc2c(=O)n(Cc3ccco3)c(=S)[nH]c2c1	1	-1.1	i
CCCCn1c(N)c(N(CC)C(=O)c2ccccc2F)c(=O)[nH]c1=O	7	-0.4	i

Other records follow.
SMILES	OX1R FRET antag	STK33 kinase inh	KCNQ2 block
CCOCCCN(C(=O)CNC(=O)c1ccco1)C(C(=O)NC1CCCC1)c1ccccc1C (stereo not given)	19	-2.7	i
COc1ccc(N/C(=C/[N+](=O)[O-])SC)cc1	26	-0.1	i
CC(C)Cn1c2c(c(=O)[nH]c1=O)C(NS(=O)(=O)c1ccc(Cl)cc1)(C(F)(F)F)C(=O)N2 (stereo not given)	9	-0.6	i
CN(CC(=O)Nc1ccccc1Br)C(=O)c1ccccc1-c1nc2ccccc2s1	84*	3.7	i
CCC1(C)NC(C(=O)O)Cc2c1[nH]c1ccccc21 (stereo not given)	27	-0.6	i
Cc1ccc(C)c(NC(=O)CSc2nnc(-c3ccncc3)o2)c1	-2	-0.7	i
CS(=O)(=O)N(CC(=O)NC1CC2CCC1C2)c1cccc(C(F)(F)F)c1 (stereo not given)	25	0.4	i
CN1CCN(c2nc(-c3ccc(Cl)cc3Cl)nc3ccccc23)CC1	2	0.8	i
CC(C)CCN1CCN(Cc2cccc(-n3cccn3)c2)CC1CCO (stereo not given)	13	-0.8	i
Nc1scc2c(C(=O)N/N=C/c3ccc(Cl)cc3)nn(-c3ccccc3)c(=O)c12	47*	-1.7	i
O=C(Nc1ccc(N2CCCCC2)cc1)c1cc(S(=O)(=O)N2CCOCC2)ccc1F	20	-0.9	i
C=CCOc1ccc(CN(C)CC(=O)Nc2ccc3c(c2)CCC3)cc1	11	0.5	i
Cc1ccc(-c2cc(C(=O)Nc3ccc(S(=O)(=O)Nc4nccs4)cc3)c3ccccc3n2)c(C)c1	8	-1.9	i
CCOc1ccc(C2CC(c3cccc(C)c3)n3ncnc3N2)cc1 (stereo not given)	14	-0.9	i
Cc1ccc(OCCn2c(Br)nc3c2c(=O)n(C)c(=O)n3C)cc1	2	-1.2	i
COc1cccc(-n2nnc3c(=O)n(CC(=O)OCc4ccccc4)cnc32)c1	7	-0.2	i
O=C(CN1C(=O)C(=O)c2ccccc21)c1ccccc1	0	1.6	i
CN(C)C(CNC(=O)Cc1cccc(C(F)(F)F)c1)c1ccco1 (stereo not given)	17	-0.1	i
CC1=Nc2cccc3cccc(c23)N1	18	1.4	i
COC(=O)c1ccc(=O)n(Cc2ccco2)c1	2	-0.5	i
COc1ccc(NC(=O)CSc2nnc(-c3cccc(O)c3)o2)cc1	9	-1.3	i
COc1cccc(NC(=S)N(CCc2c(C)[nH]c3ccccc23)Cc2cccs2)c1	8	-1.7	nt
Cc1cccc(NCC(=O)N/N=C/c2ccc(Br)cc2)c1	8	-0.4	i
Cc1cc2n(n1)C(c1ccccc1Cl)Nc1ccccc1-2 (stereo not given)	15	0.1	i
Cc1cccc(OCc2nnc(NC(=O)Cc3cccs3)s2)c1	4	-1.2	i
N#Cc1c(-c2ccccc2)ccn(Cc2ccccc2Cl)c1=O	27	-1.8	i
Cc1cc(C(=O)Nc2cccc3c2O[C@H](CN(C)CC2CC2)[C@@H](C)CN([C@H](C)CO)C3=O)n(C)n1	15	0.3	nt
Cc1ccn2c(C(=O)c3ccc(Cl)cc3)cnc2c1	18	-0.1	i
COc1ccc(-n2nc3c(N4CCC(C(=O)N5CCC(C)CC5)CC4)nnc(C)c3c2C)cc1	13	-0.8	i
Cc1nc(SCc2ccc(C(=O)O)cc2)nc2c1CCCC2	7	-2.6	i
COc1ccccc1C(=O)NCCC(=O)NC1CCCC(C)C1C (stereo not given)	22	-0.4	i
Cc1ccccc1C(=O)NNC(=O)CSc1nnc(-c2ccncc2)n1-c1ccccc1	0	-0.9	i
CCCN(C(=O)C1CCCN(c2ncnc3c2nc2n3CCCCC2)C1)c1ccc(F)cc1 (stereo not given)	16	-0.2	i
CCOC(=O)N1CCN(C(=O)CS(=O)(=O)Cc2nc(-c3ccccc3F)oc2C)CC1	12	-0.3	i
Cc1sc(NC(=O)/C=C/c2ccco2)c(C(=O)O)c1C	11	-0.3	i
O=C(NC1CCN(Cc2ccc(F)cc2)CC1)c1ccccc1	9	-1.0	i
CCn1nc(C)c(CN2CCCC(CO)(Cc3ccccc3)C2)c1C (stereo not given)	17	-1.1	i
Cc1c(Cc2ccccc2)c(=O)oc2cc(OCC(N)=O)ccc12	12	-0.6	i
CN(Cc1c(F)cccc1Cl)C(=O)CNC(=O)c1sc2ccccc2c1Cl	5	0.7	i
NS(=O)(=O)c1ccc(CCNC(=O)CSc2nc3ccccc3c(=O)n2CC2CCCO2)cc1 (stereo not given)	11	-2.9	i
COc1ccc(/C=C2/SC(=O)N(CCC(=O)Nc3ccc(S(=O)(=O)Nc4nccs4)cc3)C2=O)cc1	2	-0.5	i
CN(C)S(=O)(=O)c1ccc(Oc2ccc(S(=O)(=O)N(C)C)cc2)cc1	22	-0.9	i
O=C(NC(=S)N1CCN(Cc2ccccc2)CC1)c1ccco1	-1	-1.1	i
N=c1oc2ccccc2cc1C(=O)N/N=C/c1ccccc1	26	1.1	i
COc1ccccc1CNC(=O)COC(=O)c1cc(=O)[nH]c2ccccc12	1	-2.4	nt
CCC(C)SCc1nc2ccccc2[nH]1 (stereo not given)	10	-1.4	i
COc1cc(/C=C/C(=O)Nc2ccc3[nH]c(=O)[nH]c3c2)cc(OC)c1OC	20	1.1	i
CCOC(=O)Nc1cccc(OCC(=O)Nc2ccccc2OC)c1	19	-0.6	i
Cc1ccc(NC(=O)NNC(=O)C2CC(c3cccs3)=NO2)cc1 (stereo not given)	-1	-1.2	i
CCOc1ccc(NCc2cc3c(C(C)(C)C)nn(-c4ccccc4)c3[nH]c2=O)cc1	2	0.1	i
O=C(N/N=C/c1cc([N+](=O)[O-])ccc1O)c1cccc(NC(=O)c2cccc(Cl)c2)c1	13	1.8	i
CCOC(=O)c1cccc(NC(=O)c2ccc(NC(=O)c3ccco3)cc2)c1	20	0.8	i
CC(C)c1ccc(NC(=S)Nc2ccc3[nH]c(=O)[nH]c3c2)cc1	19	-0.3	i
Cc1ccc2cc(CN(CCN3CCCC3)C(=O)Nc3ccccc3)c(=O)[nH]c2c1C	2	0.2	i
O=C(c1ccc(Cl)nc1)N1CCC(Cc2ccccc2)CC1	19	0.8	i
Cc1ccc(-n2nc(C(=O)O)cc2-c2ccccc2)cc1	11	-1.2	i
Cc1cccc(N2CCN(C(=S)NC3CCCCC3)CC2)c1C	3	-0.3	i
CC(CNS(=O)(=O)c1ccccc1)Sc1ncccn1 (stereo not given)	8	-1.4	i
CCC(CC)c1nnc(NC(=O)/C=C/c2ccco2)s1	10	-0.4	i
CC1(C)CC(=O)C=C(NNC(=O)OC(C)(C)C)C1	11	1.6	i
(cont.)
SMILES	OX1R FRET antag	STK33 kinase inh	KCNQ2 block
COC(=O)COc1ccc2c(c1C)O/C(=C\c1ccco1)C2=O	26	0.0	i
CCOC(=O)c1ccc(CNC(=O)CCC(=O)O)cc1	7	-0.3	i
CCOP(=O)(OCC)C(Nc1ccccc1)c1ccc2c(c1)OCO2 (stereo not given)	21	1.1	i
O=C1CCCC2=C1Sc1ccccc1N2	7	5.6	i
CC1CCCCC1NC(=O)COC(=O)/C=C/c1ccco1 (stereo not given)	-1	-0.3	nt
Cc1cc(Cl)c(S(=O)(=O)Nc2ccc3c(c2)OCO3)cc1OCC(=O)NC1CCCCC1	-3	0.0	i
Cc1ccc(-n2ncc3c(SCc4ccccn4)ncnc32)c(C)c1	34	-0.2	i
O=C(CN(Cc1ccccc1Cl)S(=O)(=O)c1ccc(Cl)cc1)N/N=C/c1ccc(C(=O)O)cc1	nt	-3.0	i
C=CCCC(=O)Nc1nc(C)c(-c2csc(Nc3cccc(OC)c3)n2)s1	14	2.6	i
